ARNT TACC3 PPI: ARNT/TACC3 interaction disruption | AlphaScreen His-ARNT PAS-B/GST-TACC3 binding, luminescence; TACC3 fragment carries E629A point mutation | AID 623870 | Q9Y6A5 | 390,000 compounds, 0.66% hits | inhibition, % at 9.99 µM;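 active = mean inhibition of replicates at least 50% and at least half of replicates each reaching 50%; inconclusive = half or more replicates reach 50% but mean below 50%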;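 also: 0% = complete ARNT plus TACC3 wells and 100% = ARNT alone without TACC3; many hits fall short of the cut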
PglD DTNB: PglD (C. jejuni) enzyme inhibition; purified PglD enzyme, DTNB colorimetric CoA detection; inhibition, % at 12.5 µM; 360,000 compounds, 0.098% hits; in the data active = inhibition above about 16%, passing the limit was not always enough; inconclusive = no clear call, values can overlap the other calls; also: strong numbers were not always called active
PAX8 inh HTS: PAX8 transcriptional activity inhibition. 360,000 compounds, 1.2% hits. RMG-I TPO-luciferase reporter, SteadyGlo, 24 h. inhibition, % at 12.6 µM;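 active = mean replicate inhibition at least 60% with every replicate also reaching 60%; inconclusive = only one of the two criteria is met; inactive = mean below 60% and not all replicates reaching 60%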;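 also: luciferase light reporting Pax8 driven TPO promoter activity; plate controls were median of neutral control wells for no effect and mitoxantrone controls for full effect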
Statin myotox sup: suppressors of simvastatin-induced myotoxicity in C2C12 myotubes. ATP luminescence, 48 h; scaled: DMSO 0, geranylgeraniol control 100. rescue of ATP level, % at 7.49 µM. 330,000 compounds, 0.78% hits. AID 602340;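 active = mean ATP rescue above about 67%, or every replicate alone reaching that limit, limit read from the data, passing the limit was not always enough; inconclusive = no clear call, values can overlap the other calls; inactive = mean under the limit and some replicate under it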;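 also: myotubes were challenged with 10 µM simvastatin during compound exposure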
LGR2 inh: Drosophila LGR2 receptor signaling inhibition. HEK293 LGR2, CRE-luciferase, bursicon-stimulated, 4 h. AID 720647. 380,000 compounds, 0.35% hits. inhibition, % at 9.99 µM;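 active = drop in luminescence signal, shown as inhibition above about 50% in the replicate tests, limit read from the data, passing the limit was not always enough; inconclusive = probably only some replicates passing the limit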;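 also: agonist challenge used bursicon conditioned medium at about half maximal strength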
GSIS activator: primary screen for activators of insulin secretion dependent on glucose, INS-1E cells, GLuc reporter luminescence. INS-1E GLuc reporter insulin secretion, 2-3 h. activation, % at 16.6 µM. 370,000 compounds, 0.61% hits;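 active = lowest replicate activation of at least 40%, so every replicate reaches that level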;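 also: 0% = median of neutral control wells and 100% = median of IBMX positive control wells; some compounds called inactive have numbers as strong as hits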
PGC1a acetyl inh: modulators of PGC1a acetylation; U2OS PGC1a acetylation, AlphaScreen anti-acetyl-lysine; with virally co-expressed GCN5 acetyltransferase; inhibition, % at 15.6 µM; 350,000 compounds, 0.17% hits;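 active = every replicate shows inhibition of at least 40%; inconclusive = mean inhibition at least 40% but some replicate below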;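 also: 0% = neutral control wells and 100% = positive control wells; some results beyond the cut were filed as inactive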
Cneo AK release: Cryptococcus neoformans lysis via adenylate kinase release; C. neoformans lysis, adenylate kinase release luminescence, 4 h; normalised: neutral wells 0, clomiphene wells 100; lysis activity, % at 15 µM; 360,000 compounds, 0.2% hits; AID 651654;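 active = mean lysis activity across replicates of at least 80%, whatever share of replicates individually reach that level; inactive = mean lysis activity below 80%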
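Material: C. neoformans cells; Schedule: 4 h static compound exposure, 37 °C, read 1 h post-reagent; Measured by: adenylate kinase release luminescence; Read-out: signal increase indicating cell lysis; Controls: Clomiphene as positive lysis control.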
An asterisk follows results filed as active; ? = inconclusive; . = no result given; & = joins results of further samples.

SMILES	ARNT TACC3 PPI	PglD DTNB	PAX8 inh HTS	Statin myotox sup	LGR2 inh	GSIS activator	PGC1a acetyl inh	Cneo AK release
CCCC(=O)Nc1ccc2c(c1)OC[C@@H](C)N(C(=O)C1CCCC1)C[C@H](C)[C@H](OC)CN(C)C2=O	-9	-2	.	2	3	2	-8	-1
CC1(C(=O)Nc2ccc(Cl)c(C(F)(F)F)c2)Cc2c(-c3ccc4c(c3)OCO4)ccnc2O1 (stereo not drawn)	.	-6	-1	2	1	-10	2	1
Cc1ccc(N2C(=O)NC3(CCCCC3)C2=O)cc1	-9	1	.	2	.	.	4	1
COc1cc(/C=C/C(=O)Nc2cc(C(F)(F)F)ccc2Cl)cc(OC)c1OC	-6	-4	.	-32	.	.	-12	1
COc1cccc(NC(=O)c2ccc(NCCCN3CCC(C)CC3)c([N+](=O)[O-])c2)c1	1	-3	-4	-12	-12	-10	.	-1
O=C(Cn1nnc2ccccc2c1=O)N1CCCc2ccccc21	-8	2	.	-7	.	.	1	0
O=C(Nc1ccc(C(=O)N2CCCc3ccccc32)cc1)c1cccs1	-1	4	-21	30	-4	2	-18	1
COCC(C)n1c(C)cc(C(=O)COC(=O)c2nc3nc(C)cc(C)n3n2)c1C (stereo not drawn)	1	-4	-1	-2	.	.	.	-1
CC(=O)NC[C@@H]1[C@H](c2ccc(C3=CCCCC3)cc2)[C@H](CO)N1C(=O)NC(C)C	0	-1	13	5	-3	-13	2	-1
C[C@H]1CN([C@@H](C)CO)C(=O)c2cc(NC(=O)Nc3ccccc3)ccc2O[C@@H]1CN(C)S(=O)(=O)c1ccc(Cl)cc1	7	-3	-8	-30	-8	-17	-14	0
C[C@@H]1CN([C@H](C)CO)C(=O)c2cc(NC(=O)c3ccccc3)ccc2O[C@@H](C)CCCCO[C@@H]1CN(C)Cc1ccc(C(=O)O)cc1	-2	6	-10	.	4	7	15	51
CC(/C=C/c1ccco1)=N/NC(=O)Cc1cccs1	7	-5	-25	-1	.	.	-15	-1
COc1nc(Cl)cn(-c2ccc(Cl)cc2)c1=O	36	.	-2	.	-18	7	.	.
NC(=O)c1oc2ccc(Cl)cc2c1N	-8	6	.	3	.	.	12	0
O=C(O)CCC1(CCC(=O)O)CCCC(CCC(=O)O)(CCC(=O)O)C1=O	-4	2	13	8	6	47*	0	-1
C[C@H]1CN([C@@H](C)CO)C(=O)Cc2cc(NC(=O)CCCCCC(=O)Nc3ccccc3N)ccc2O[C@H]1CN(C)Cc1ccc(Oc2ccccc2)cc1	0	-3	17	104*	-1	23	-6	-1
CCc1nnc(NC(=O)C2Cc3ccccc3CN2S(=O)(=O)c2cccs2)s1 (stereo not drawn)	8	-6	.	6	.	.	-2	-2
CC(=O)c1cnc(Nc2nc(C)c3cc(C)c(C)cc3n2)nc1C	2	2	-8	5	.	.	10	13
COc1ccc2[nH]c(=O)c(CN(C(=O)NC3CCCCC3)C3CCCCC3)cc2c1	-8	-9	6	-4	4	3	5	.
C[C@@H]1CN([C@@H](C)CO)C(=O)c2cc(-c3cccc(C(=O)N(C)C)c3)cnc2O[C@H]1CN(C)S(=O)(=O)c1cccc(F)c1	-5	1	.	-2	-1	-8	2	2
CCOC(=O)c1ccc(NC(=O)CCN2C(=O)C3CC=CCC3C2=O)cc1 (stereo not drawn)	3	2	-8	-8	-11	18	.	1
COC(=O)C[C@H]1CC[C@H]2[C@@H](COC[C@H](O)CN2CCC(F)(F)F)O1	-18	2	-5	9	6	-19	-5	0
CCN(c1ccccc1)S(=O)(=O)c1ccc(Cl)c(NC(=O)COC(=O)c2ccc(O)cc2)c1	-22	.	-15	.	4	-28	.	.
COC(=O)C[C@H]1c2cc(F)cc(F)c2S(=O)(=O)N1C1CCN(Cc2ccccc2)CC1	1	-2	-14	-22	13	15	7	0
CCOC(=O)CNC(=O)CSc1ncnc2c1cnn2Cc1ccccc1	-8	-1	.	6	.	.	-22	1
O=C1CC(NS(=O)(=O)c2ccc([N+](=O)[O-])cc2)CN1c1ccc2c(c1)OCCO2 (stereo not drawn)	3	0	.	.	6	8	.	1
CCOC(=O)C1(Cc2ccc(OC)cc2)CCN(C(=O)CCc2cnccn2)CC1	19	-3	-20	.	-6	13	-4	0
O=C(C1CCCC1)N1CCCCN2[C@@H](CO)[C@@H](c3ccc(-c4cccc(F)c4)cc3)[C@@H]2C1	8	1	-11	.	.	.	1	2
CC(C)CC#Cc1cnc2c(c1)C(=O)N([C@@H](C)CO)C[C@H](C)[C@@H](CN(C)C(=O)Cc1cccnc1)O2	-5	2	.	-4	-2	-3	5	-1
CNC(=O)C[C@@H]1C(=O)N(c2ccc(Br)cc2)CC1(C)C	.	.	-24	-1	3	7	14	.
Cc1noc(C)c1S(=O)(=O)N(C)C[C@H]1Oc2ccc(NS(=O)(=O)c3cccs3)cc2CC(=O)N([C@@H](C)CO)C[C@@H]1C	8	4	-11	16	-13	2	0	2
CC(C)Sc1cc(N2CCCC2)nc(-c2ccc(F)cc2)n1	-1	-4	.	-5	-7	-26	-18	4
O=C(C[C@H]1CC[C@H]2[C@@H](COC[C@H](O)CN2C(=O)Nc2ccc(F)cc2)O1)NCCCN1CCOCC1	-4	4	-18	-5	0	-3	0	0
Cc1ccc(-c2ccc([C@H]3[C@@H](CO)N4C(=O)CN(C(=O)c5ccccc5)C[C@@H]34)cc2)cc1	.	.	-7	.	-1	-25	-2	.
Cc1ccccc1-c1ccc2c(c1)O[C@@H](CN(C)C(=O)Nc1ccc(C(F)(F)F)cc1)[C@H](C)CN([C@@H](C)CO)S2(=O)=O	-6	-1&-5	3&46	-11&-134	15&33	-14	-6&10	0&7
C[C@@H]1CCCCO[C@H](CN(C)C(=O)CCC(F)(F)F)[C@H](C)CN([C@H](C)CO)C(=O)c2cc(NC(=O)NC3CCCCC3)ccc2O1	-7	-2	.	.	11	-15	5	-3
COc1ccccc1CNS(=O)(=O)c1ccc(C)cc1	1	6	6	.	.	.	.	-1
Cc1cc(C)cc(OCC(=O)NNC(=O)C2CCCO2)c1 (stereo not drawn)	-1	.	9	.	6	6	.	.
O=C(NCc1ccccc1)[C@@H]1N[C@@H]2c3cccc(=O)n3C[C@@H]2[C@H]1CO	-7	2	.	3	5	5	.	2
O=C(c1cccnc1)N1CC[C@H]2[C@H](CO)Nc3ccc(-c4cccc(F)c4)cc3[C@H]21	4	2	-18	-10	4	3	1	42
Cc1nonc1C(=O)N/N=C/c1ccc(O)cc1O	66*	0	31	-5	26	12	-6	4
CNC[C@H](NC[C@@H](NCCCc1ccccc1)c1ccccc1)[C@H](C)O	4	0	-7	-13	-7	.	5	-2
C/C=C/c1ccc([C@H]2[C@@H](CO)N(C(=O)CC)C23CN(C(=O)c2ccccc2)C3)cc1	.	.	-2	.	1	-6	-14	.
CCCCn1c(N)c(N(Cc2ccccc2OC)C(=O)c2ccc([N+](=O)[O-])s2)c(=O)[nH]c1=O	0	.	18	.	-8	-9	.	.
C[C@H]1CN([C@@H](C)CO)C(=O)c2cccc(NC(=O)Nc3ccc(F)cc3)c2O[C@H]1CN(C)Cc1ccc(C(=O)Nc2ccccc2N)cc1	.	.	4	.	-8	8	-21	.
COc1ccc(CCNC(=O)c2ccccc2Cl)cc1OC	-1	-2	-7	-9	-4	.	0	0
O=C(COC(=O)Cn1cnc2ccccc2c1=O)NCc1ccccc1	-2	-3	-1	-27	7	26	5	0
COC(=O)c1ccccc1NCc1cc(=O)oc2cc(O)c(O)cc12	-3	0	11	26	15	3	.	0
CCCC#Cc1ccc2c(c1)O[C@H](CN(C)C(=O)CC)[C@@H](C)CN([C@@H](C)CO)S2(=O)=O	6	0	-18	15	11	5	-1	0
Cc1ccc(C)c(S(=O)(=O)Nc2ccccc2C(=O)Nc2ccc(S(=O)(=O)Nc3ncccn3)cc2)c1	-25	6	2	.	-4	-10	6	1
COc1ccc(C)cc1NC(=O)C1CCCN(S(=O)(=O)c2cccs2)C1 (stereo not drawn)	-16	-4	-33	-18	-6	-6	?	-1
C[C@@H]1CN([C@H](C)CO)C(=O)c2c(c3ccccc3n2C)-c2ccccc2CO[C@H]1CN(C)C(=O)[C@@H]1CCCN1C	2	-3	-2	-2	2	16	5	-2
COc1ccccc1CNS(=O)(=O)CCNC1CCCCC1	-1	5	3	-5	3	12	.	-2
CN(C)C(=O)c1ccc(NC(=O)COC(=O)Cn2cc(C(F)(F)F)ccc2=O)cc1	-2	2	1	3	8	17	.	0
C/C=C/c1ccc([C@H]2[C@@H](CO)N(C(=O)CC)C23CN(S(=O)(=O)CC)C3)cc1	.	.	2	.	2	3	4	.
CC(C)(C)CC(=O)Nc1nnc(CCc2ccccc2)s1	-6	1	-141	0	-26	-9	-12	4
COC(=O)c1cnc(Oc2ccc(NC(=O)NC(=O)c3c(OC)cccc3OC)cc2)cc1C(F)(F)F	-10	.	73*	0	4	-2	1	.
CN1C(=O)c2cc(NC(=O)Cc3cccs3)ccc2OC[C@H]2O[C@H](CC(=O)NCC3CC3)CC[C@@H]21	.	4	-1	3	17	-3	-5	-2
COc1cc2oc(=O)c(Br)c(C)c2c(OC)c1OC	-3	3	.	-16	.	.	0	1
CC(C)NC(=O)N1[C@H](CO)[C@@H](c2ccccc2)[C@H]1CNC(=O)CN(C)C	-8	1	6	-8	1	12	2	1
(listing goes on)
SMILES	ARNT TACC3 PPI	PglD DTNB	PAX8 inh HTS	Statin myotox sup	LGR2 inh	GSIS activator	PGC1a acetyl inh	Cneo AK release
O=C(C[C@H]1CC[C@H](NC(=O)CC2CC2)[C@H](CO)O1)NCc1ccc(Cl)cc1	-1	11	4	-4	9	0	4	2
COc1ccccc1NC(=O)COc1ccc(/C=N/NC(=O)c2cccnc2)cc1	-3	2	-1	0	-4	-12	-16	3
O=C(N/C(=C\c1cccs1)C(=O)N1CCOCC1)c1ccco1	6	.	6	-2	-21	-4	8	.
O=C(O)CCn1c(-c2ccccc2)cc2ccccc21	1	.	2	.	-2	-9	0	.
C[C@@H]1CN([C@H](C)CO)C(=O)c2cc(NC(=O)C3CCCCC3)ccc2O[C@@H](C)CCCCO[C@H]1CN(C)S(C)(=O)=O	-1	2	-10	33	-12	0	7	0
Cc1ccc(C)c(OC(C)C(=O)Nc2nccs2)c1 (stereo not drawn)	2	1	-4	-1	-10	11	5	6
C[C@H](CO)N1C[C@H](C)[C@H](CN(C)S(=O)(=O)c2ccc(F)cc2)Oc2ncc(-c3ccccc3)cc2C1=O	.	.	.	31	8	-18	-2	.
C[C@@H]1CN([C@@H](C)CO)C(=O)c2c(c3ccccc3n2C)-c2ccccc2CO[C@H]1CN(C)C(=O)[C@H](Cc1ccccc1)N(C)C	.	-2	-11	-16	20&8	-1&5	4&-1	0
COc1cc(C)cc2c1OC(c1ccccc1)CC2=O (stereo not drawn)	-1	-2	2	-4	2	2	.	-1
C[C@@H]1CN([C@H](C)CO)C(=O)c2cc(NS(=O)(=O)c3ccc(Cl)cc3)ccc2O[C@H]1CN(C)S(=O)(=O)c1cn(C)cn1	-5	0	.	31	20	16	-22	3
C[C@H](CO)N1C[C@H](C)[C@H](CN(C)C(=O)c2ccccn2)Oc2ncc(Br)cc2C1=O	-1	-3&-1	-19&-6	5&7	-11	2	8&3	-1&3

Screening data: PubChem BioAssay, Broad Institute

The order is random. Share with any hit: about 2.9%.
